AmpC det inh: inhibitors of E. coli AmpC beta-lactamase with detergent. P00811. purified AmpC, nitrocefin hydrolysis with detergent. Potency, µM (series often up to 28.7 µM), for the others: at the top dose activity change, negative = inhibition. actives 0.09% (n = 71,000); active = well fitted curve in the direction sought with a large enough effect
Target sequence (P00811 whole entry, looked up): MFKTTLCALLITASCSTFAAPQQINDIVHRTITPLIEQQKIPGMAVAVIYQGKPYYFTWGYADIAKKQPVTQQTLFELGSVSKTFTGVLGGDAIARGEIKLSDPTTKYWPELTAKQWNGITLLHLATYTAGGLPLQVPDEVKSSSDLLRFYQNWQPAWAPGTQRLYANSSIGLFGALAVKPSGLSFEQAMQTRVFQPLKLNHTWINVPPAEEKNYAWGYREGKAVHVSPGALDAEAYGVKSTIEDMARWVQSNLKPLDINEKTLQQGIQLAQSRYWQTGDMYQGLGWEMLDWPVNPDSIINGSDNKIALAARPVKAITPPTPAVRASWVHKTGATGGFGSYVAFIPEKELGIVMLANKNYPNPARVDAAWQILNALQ
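E. coli AmpC (5.3 nM) in 20 mM phosphate pH 7.0 with 0.01% Triton X-100, preincubated 15 min RT with compound; nitrocefin (2 uL of 800 uM stock) hydrolysis followed by 480 nm absorbance every 20 s over 4 min.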
Numbers without * were called inactive; [ ] = another dose, or the depositor's remark. % is set by controls: 0 for no effect and ±100 for the full control effect; potency is the fitted concentration of half-maximal effect. An excerpt (hit frequency here may not be typical).

Nc1nc(C(=O)N2CCOCC2)nn1C(=O)c1ccc(Cl)cc1
  AmpC det inh: 12%

Cn1c(SCC(=O)Nc2cccc(NC(=O)c3cccs3)c2)nnc1-c1ccncc1
  AmpC det inh: 10%

COC(=O)c1sc(N2C(=O)c3oc4ccccc4c(=O)c3C2c2cccs2)nc1C (centres undefined)
  AmpC det inh: -3%

O=C1CC(N2CCN(c3cccc(C(F)(F)F)c3)CC2)C(=O)N1c1ccc(F)cc1 (centres undefined)
  AmpC det inh: 7%

COc1cccc(C2C(C#N)=C(N)OC3=C2C(=O)CCC3)c1OC(=O)c1ccco1 (centres undefined)
  AmpC det inh: -3%

CN1CCN(Cc2ccccc2C(F)(F)F)CC1
  AmpC det inh: -4%

COc1cccc(C2/C(=C(\O)c3c(C)nc4c(C)cccn34)C(=O)C(=O)N2CCCN(C)C)c1OC (centres undefined)
  AmpC det inh: 0%

COc1ccc(S(=O)(=O)N2CCCC(C(=O)NCc3ccncc3)C2)cc1Cl (centres undefined)
  AmpC det inh: 1%

CCCCNS(=O)(=O)c1cccc(S(=O)(=O)N2CCCC2)c1
  AmpC det inh: 3%

O=C(NC1CCCCC1)C(c1ccccc1)N(Cc1ccco1)C(=O)Cn1cnc2ccccc21 (centres undefined)
  AmpC det inh: -2%

Cc1c(C)n(C(=O)CN2CCN(c3ccccn3)CC2)c2ccccc12
  AmpC det inh: -5%

CC(=O)N=c1sc2nc3ccccc3nc2n1N(C(C)=O)C(C)=O
  AmpC det inh: -4%

NC(N)=NC[C@H](N)C(=O)O
  AmpC det inh: -5%[5.75 µM]

COc1ccc(CN2CC(C(=O)N3CCOCC3)CC2=O)cc1 (centres undefined)
  AmpC det inh: 10%

Cc1onc(-c2ccccc2)c1C(=O)Nc1ccc(S(=O)(=O)NC2=NCCCCC2)cc1
  AmpC det inh: -3%

CCCC(=O)N1c2ccccc2[C@@H](N(C(C)=O)c2ccccc2)C[C@H]1C
  AmpC det inh: -4%

O=C1NC2(CCCCC2)N=C1c1ccccc1
  AmpC det inh: 1%

COC(=O)c1ccc(Oc2nc(Nc3ccc(F)cc3)nc(N3CCCC3)n2)cc1
  AmpC det inh: 0%

CC(C)C(c1nnnn1C1CCCC1)N1CCN(c2ccccc2F)CC1 (centres undefined)
  AmpC det inh: 0%

CCCCc1nc2ccccc2n2cc3c(=O)n(C)c(=O)n(C)c3c12
  AmpC det inh: 13%

Cc1nn2cc(-c3ccc(N)cc3)nc2s1
  AmpC det inh: -5%

CCOC(=O)C1CCCN(C(=O)c2sc3nc(-c4ccc(OC)cc4)cn3c2C)C1 (centres undefined)
  AmpC det inh: -3%

CCCNC(=O)c1ccccc1NS(=O)(=O)c1ccc(OC)c(OC)c1
  AmpC det inh: -2%

CC(C)OC(=O)Cn1cnc2ccc(Br)cc2c1=O
  AmpC det inh: -2%

COc1ccc(-c2csc(N3CCN(Cc4ccc5c(c4)OCO5)CC3)n2)cc1
  AmpC det inh: -5%

Cn1c(=O)c2nnn(/N=C(\c3ccccc3)C3CC3)c2n(C)c1=O
  AmpC det inh: -1%

C/C(=N\NC(=O)c1ccncc1)c1ccc2ccccc2c1O
  AmpC det inh: -4%[5.75 µM]

C=CCN1C(=O)CSc2ccc(C(=O)OCC)cc21
  AmpC det inh: -1%

O=C(NCCN1CCCC1)c1cc(-c2ccncc2)nc2ccc(S(=O)(=O)N3CCOCC3)cc12
  AmpC det inh: 0%

O=C(O)CCN1C(=S)CSC1=S
  AmpC det inh: -4%[5.75 µM]

CC(OC(=O)C1CC=CCC1C(N)=O)C(Cl)=C(Cl)Cl (centres undefined)
  AmpC det inh: 4%

CS(=O)(=O)N1CCN(c2ccccc2NC(=O)Cc2ccccc2)CC1
  AmpC det inh: -5%

CCC(C)[C@H](NC(=O)NCc1ccccc1)C(=O)O (some centres undefined)
  AmpC det inh: -3%

O[C@H]1C2CCC1C(N1CCCCC1)CC2 (some centres undefined)
  AmpC det inh: 0%

CCN1C(=O)c2cccc3c(NC(=O)C(C)(C)C)ccc1c23
  AmpC det inh: 1%

O=C(c1ccccc1)n1ccc2ccccc21
  AmpC det inh: 0%

O=C(Cn1c(=O)sc2ccccc21)NCc1ccco1
  AmpC det inh: 11%

CCCCOc1ccc(N2C(=O)CC(N(O)c3ccccc3)C2=O)cc1 (centres undefined)
  AmpC det inh: 0%

CCCC(=O)Nc1cc(-c2cn3cccnc3n2)ccc1OC
  AmpC det inh: -4%

CCOC(=O)C(Sc1ncn[nH]1)c1ccccc1 (centres undefined)
  AmpC det inh: 8%

COC(=O)c1ccc(C(NC(=O)OCc2ccccc2)/C(=C/[C@@H](C)C(=O)N[C@@H](CO)Cc2ccccc2)c2cccnc2)cc1 (some centres undefined)
  AmpC det inh: 9%

CCc1c(C(=O)NCCc2ccc(OC)c(OC)c2)[nH]c(C)c1C(C)=O
  AmpC det inh: -3%

CCN1C(=O)CC(N2CCN(c3ccc(C(=O)c4ccccc4)cc3)CC2)C1=O (centres undefined)
  AmpC det inh: -2%

O=c1[nH]c(=O)n(Cc2ccccc2)c2c1CCC2
  AmpC det inh: 0%

Cc1ccc(-n2cc(-c3ccccc3)[nH]c2=O)cc1F
  AmpC det inh: -3%

CC12CN3CC(C)(CN(C1)C3c1ccccc1Cl)C2O (centres undefined)
  AmpC det inh: -2%

CCCn1c(=S)[nH]c2cc(C(=O)N3CCN(c4ccccc4OC)CC3)ccc2c1=O
  AmpC det inh: 12%

O=c1oc2cc(OCc3nn[nH]n3)ccc2c2c1CCCC2
  AmpC det inh: 2%

CC1(C)N=C(c2cccc(F)c2)C(=O)N1
  AmpC det inh: -3%

Cn1c(=O)c2[nH]c(NCC3CCCO3)nc2n(-c2ccccc2)c1=O (centres undefined)
  AmpC det inh: -1%

COc1ccc(-c2cc3c(=O)n(CC(=O)NC4CCN(Cc5ccccc5)CC4)ncn3n2)cc1
  AmpC det inh: 1%

COC(=O)c1cc(NC(=O)c2ccc(Cn3cc(Cl)cn3)o2)cc(C(=O)OC)c1
  AmpC det inh: 4%

COc1ccccc1N(C(=O)c1snc(C(N)=O)c1N)C(C(=O)NCCC(C)C)c1ccco1 (centres undefined)
  AmpC det inh: 8%

O=C1CC(c2ccc3c(c2)OCO3)c2cc3c(cc2N1)OCO3 (centres undefined)
  AmpC det inh: 6%

c1cncc(CNc2ncnc3ccc(-c4ccoc4)cc23)c1
  AmpC det inh: 4%

CCN1CCN(Cc2cc(Br)cc(OC)c2O)CC1
  AmpC det inh: -5%

Clc1ccc(-n2cnnn2)cc1
  AmpC det inh: 7%

COc1ccc(S(=O)(=O)N2CCCC2C(=O)Nc2ccc(O)cc2)cc1 (centres undefined)
  AmpC det inh: 9%

CCOc1ccc(C(=O)NC2CCN(S(C)(=O)=O)CC2)cc1
  AmpC det inh: 0%

O=C(CSc1nnc([C@@H]2CCCN2)o1)c1ccc(Cl)cc1
  AmpC det inh: -2%

CC1CCCN(C(=O)Nc2cccc(NC(=O)N3CCCC(C)C3C)c2)C1C (centres undefined)
  AmpC det inh: 8%

C=CCn1c(SCC(=O)NC2CCCC2)nc2scc(-c3ccco3)c2c1=O
  AmpC det inh: -8%

COc1cccc(-c2nc(CS(=O)(=O)CC(=O)N3CCN(c4ccccn4)CC3)c(C)o2)c1
  AmpC det inh: 6%

Cc1noc(/C=C/N(C)C)c1S(=O)(=O)N1CCc2ccccc21
  AmpC det inh: 16%

COC(=O)CN1C(=O)C(O)(CC(=O)c2cccc(Br)c2)c2ccccc21 (centres undefined)
  AmpC det inh: 8%

Cc1c(Br)cc(C(=O)OC2CCN(C)CC2)c(C)c1C
  AmpC det inh: -1%

COC(=O)c1ccccc1NC(=O)Cn1c(SC)c(F)cnc1=O
  AmpC det inh: -5%

CCOC(=O)c1c(C)oc2ccc(O)c(CN(C)C)c12
  AmpC det inh: -5%

CCCC(=O)c1ccc(N2CCN(C(=O)c3ccccc3)CC2)c(F)c1
  AmpC det inh: 7%

COc1cccc(C2C=C(c3cccs3)Nc3ncnn32)c1OC (centres undefined)
  AmpC det inh: -2%

Cc1cc(C)nc(SCc2nnc(SCC(=O)Nc3ccccc3C)n2Cc2ccco2)n1
  AmpC det inh: -3%

CS(=O)(=O)N1CCN(c2ccccc2NC(=O)c2ccc(Cl)cc2)CC1
  AmpC det inh: -5%

CC1CCCCN1C(=O)CSc1nnc(-c2ccco2)n1CC1CCCO1 (centres undefined)
  AmpC det inh: 15%

Cc1ccccc1C(=O)N1CCC(C(=O)Nc2ccc(S(=O)(=O)N3CCCC3)cc2)CC1
  AmpC det inh: -1%

Cc1cc2cc3c(cc2nc1SCC(=O)N1CCN(C(=O)c2ccco2)CC1)OCO3
  AmpC det inh: -3%

O=C(CCS(=O)(=O)c1cccc2nsnc12)N1CCN(C(=O)c2ccco2)CC1
  AmpC det inh: -2%

COCC(C)n1c(C)cc(C(=O)COC(=O)c2ccc3ncsc3c2)c1C (centres undefined)
  AmpC det inh: -2%

Cc1cccc(OCC(O)Cn2c(NCc3cccnc3)nc3c2c(=O)[nH]c(=O)n3C)c1 (centres undefined)
  AmpC det inh: -2%

CC1(C)CC(=O)C(/C=N/n2cnc3ccccc3c2=O)=C(O)C1
  AmpC det inh: -2%

COc1ccc(S(=O)(=O)N(C)C2CCS(=O)(=O)C2)cc1OC (centres undefined)
  AmpC det inh: -1%

Cn1c(=O)oc2cc(S(=O)(=O)NCCC(=O)Nc3ccc4c(c3)OCCO4)ccc21
  AmpC det inh: -2%

COc1ccccc1CNc1cc(-c2cccc(NS(C)(=O)=O)c2)ncn1
  AmpC det inh: 9%

COc1cc2c(O)c3c(c(-c4ccc5c(c4)OCO5)c2cc1OC)C(=O)OC3
  AmpC det inh: 4%

CN(C)S(=O)(=O)Nc1ccc(Br)cc1F
  AmpC det inh: -4%

COc1ccc(C)cc1NC(=O)CSc1nnnn1Cc1ccccc1
  AmpC det inh: 0%

N[C@H](Cc1cccc(-c2ccccc2CP(=O)(O)O)c1)C(=O)O
  AmpC det inh: -2%

CC1(C)CC(NC(=O)CCc2ccccc2)CC(C)(C)N1
  AmpC det inh: 7%

COc1cc2nc(-c3ccc(Br)o3)oc(=O)c2cc1OC
  AmpC det inh: -4%

C=CCn1c(SCn2nnc3ccccc3c2=O)nnc1-c1ccc(Br)cc1
  AmpC det inh: -1%

Cn1c(=O)n(CC(=O)O)c(=O)c2c1nc1n2CCS1
  AmpC det inh: -5%

Cc1ccc2nc(SCCC#N)nc(C)c2c1
  AmpC det inh: -3%

c1ccc(CN2CCN(CCN3CCn4c3nc3ccccc34)CC2)cc1
  AmpC det inh: -1%

Cc1ccc(SCc2cc(=O)[nH]c(N3CCOCC3)n2)cc1
  AmpC det inh: -2%

COc1c(C)cccc1C(=O)Nc1ccc(CN2CCOCC2)cc1
  AmpC det inh: -5%

CCCCCn1c(SCCCC)nc2c1c(=O)[nH]c(=O)n2C
  AmpC det inh: 13%

COc1ccc(CCN(C)CCN2C(=O)c3ccccc3C2=O)cc1OC
  AmpC det inh: 14%

O=C1CC(c2ccc(S(=O)(=O)N3CCN(c4ccccc4)CC3)cc2)CN1 (centres undefined)
  AmpC det inh: 2%

CC(c1ccccc1)C1CC(=O)N(CC(=O)O)C1=O (centres undefined)
  AmpC det inh: -6%

Nc1nc2n[nH]nc2c(=O)[nH]1
  AmpC det inh: -1%[12.8 µM]

O=C(COC(=O)CSCC(=O)N1CCCCC1)Nc1ccc(Cl)cc1
  AmpC det inh: -5%

CC1CCc2sc3nc(N4CCN(CCO)CC4)n4ncnc4c3c2C1 (centres undefined)
  AmpC det inh: -2%

CCOc1ccc(-n2c(SC(C)C(=O)OC)nc3c(c2=O)SCC3)cc1 (centres undefined)
  AmpC det inh: -3%

COc1cccc(Nc2ncc3nc(C)c(=O)n(C[C@H]4CCCO4)c3n2)c1
  AmpC det inh: 2%

Cc1ccc(S(=O)(=O)n2nc(-c3ccc(Cl)cc3)nc2NCc2ccco2)cc1
  AmpC det inh: -4%

S=C1NC=NC2N=CNC12 (centres undefined)
  AmpC det inh: 6%

Cc1cc(C(=O)Nc2nc3ccc(S(C)(=O)=O)cc3s2)c(C)o1
  AmpC det inh: -2%

O=C1C=C(N(CCO)CCO)C2(CCCCC2)O1
  AmpC det inh: 7%

CC(=O)[C@@]1(O)CC[C@@H]2[C@@H]3CCC4=CC(=O)CC[C@@]4(C)[C@H]3CC[C@]21C
  AmpC det inh: 0%

CCOC(=O)Cc1csc(SCC(=O)/C(C#N)=C(\C)N)n1
  AmpC det inh: -5%

CCOC(=O)C1CCCN(Cc2nc(N)nc(Nc3ccccc3OC)n2)C1 (centres undefined)
  AmpC det inh: 12%

CCCN1CCC2(CC1)NC(CO)(CO)CO2
  AmpC det inh: 3%

CC(=O)N1CCC2(CC1)CN(Cc1ccccc1)C2
  AmpC det inh: 0%

Cc1nc2cncnc2n(C2CC2)c1=O
  AmpC det inh: 0%

CCOc1cc(-c2noc(CCCC(N)=O)n2)cc(Br)c1OC
  AmpC det inh: 8%

NC(=O)c1ncn([C@@H]2O[C@@H](CO)[C@@H](O)[C@H]2O)n1
  AmpC det inh: -3%

COCCNC(=O)c1c(N)n(CCCn2ccnc2)c2nc3ccccc3nc12
  AmpC det inh: -2%

O=C1CC(c2ccccc2)CN1S(=O)(=O)c1ccccc1 (centres undefined)
  AmpC det inh: 10%

O=C(Cn1ncc2c(=O)oc3ccccc3c21)NCCC1=CCCCC1
  AmpC det inh: 0%

O=C(O)C1C2C=CC3(CN(Cc4ccccn4)C(=O)C13)O2 (centres undefined)
  AmpC det inh: 8%

COc1ccc(OCCC(=O)NCc2ccccc2)cc1
  AmpC det inh: -4%

COc1cc(NS(=O)(=O)c2ccc(NC(=O)c3ccc(C)o3)cc2)nc(OC)n1
  AmpC det inh: -2%

CCCCC(=O)Nc1ccc(C(=O)N2CCCC(C(=O)OCC)C2)cc1 (centres undefined)
  AmpC det inh: -3%

COc1cc(C(=O)Nc2cccc(-c3nncn3C)c2)cc(OC)c1OC
  AmpC det inh: 6%

Cc1cccc2cc(CN(CCCO)C(=O)Nc3ccc(Cl)cc3)c(=O)[nH]c12
  AmpC det inh: -4%

Assay outcomes (PubChem BioAssay)
